TRPC6 activator = mouse TRPC6 channel activation; Q61143; HEK293-TRPC6 membrane potential dye fluorescence; active compounds read high; B-score at 10 µM; actives 0.13% (n = 310,000);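 active means B-score of the integrated fluorescence ratio above library mean plus 3 SD, and starting fluorescence ratio within library mean plus 5 SD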;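 further: higher score means more depolarization so channel activation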
TRPC4 agonist = activators of mouse TRPC4 channel; Q9QUQ5; HEK293 TRPC4beta/mu-opioid, Fluo4 calcium fluorescence; active compounds read high; B-score at 10 µM; actives 0.49% (n = 310,000);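 active means B-score above 5 SD of library B-scores, and initial fluorescence ratio not above library mean plus 5 SD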;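 further: positive B-score marks a calcium rise read as TRPC4 activation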
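Assay system: HEK293 cells stably co-expressing mouse TRPC4beta and mu-opioid receptor / Timing: Fluo4 dye loading 45 min at room temperature, 110 s recording / Signal: Fluo4 calcium-sensitive dye fluorescence, kinetic, 1 Hz baseline / Read-out: integrated baseline-normalised fluorescence ratio, converted to per-well B score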
ANO1 block = blocks the mouse calcium-activated chloride channel TMEM16A | HEK293 TMEM16A/YFP iodide influx fluorescence, ionomycin | normalized B-score (activity score, 25-100; higher = stronger inhibition) at 10 µM | Q8BHY3 | actives 1.2% (n = 310,000) | AID 588511;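 active means ratio plate-corrected score three or more library SD toward inhibition, starting fluorescence score within five deviations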;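 further: score derived from kinetic fluorescence span divided by baseline fluorescence per well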
Target sequence (Q8BHY3 whole entry, looked up): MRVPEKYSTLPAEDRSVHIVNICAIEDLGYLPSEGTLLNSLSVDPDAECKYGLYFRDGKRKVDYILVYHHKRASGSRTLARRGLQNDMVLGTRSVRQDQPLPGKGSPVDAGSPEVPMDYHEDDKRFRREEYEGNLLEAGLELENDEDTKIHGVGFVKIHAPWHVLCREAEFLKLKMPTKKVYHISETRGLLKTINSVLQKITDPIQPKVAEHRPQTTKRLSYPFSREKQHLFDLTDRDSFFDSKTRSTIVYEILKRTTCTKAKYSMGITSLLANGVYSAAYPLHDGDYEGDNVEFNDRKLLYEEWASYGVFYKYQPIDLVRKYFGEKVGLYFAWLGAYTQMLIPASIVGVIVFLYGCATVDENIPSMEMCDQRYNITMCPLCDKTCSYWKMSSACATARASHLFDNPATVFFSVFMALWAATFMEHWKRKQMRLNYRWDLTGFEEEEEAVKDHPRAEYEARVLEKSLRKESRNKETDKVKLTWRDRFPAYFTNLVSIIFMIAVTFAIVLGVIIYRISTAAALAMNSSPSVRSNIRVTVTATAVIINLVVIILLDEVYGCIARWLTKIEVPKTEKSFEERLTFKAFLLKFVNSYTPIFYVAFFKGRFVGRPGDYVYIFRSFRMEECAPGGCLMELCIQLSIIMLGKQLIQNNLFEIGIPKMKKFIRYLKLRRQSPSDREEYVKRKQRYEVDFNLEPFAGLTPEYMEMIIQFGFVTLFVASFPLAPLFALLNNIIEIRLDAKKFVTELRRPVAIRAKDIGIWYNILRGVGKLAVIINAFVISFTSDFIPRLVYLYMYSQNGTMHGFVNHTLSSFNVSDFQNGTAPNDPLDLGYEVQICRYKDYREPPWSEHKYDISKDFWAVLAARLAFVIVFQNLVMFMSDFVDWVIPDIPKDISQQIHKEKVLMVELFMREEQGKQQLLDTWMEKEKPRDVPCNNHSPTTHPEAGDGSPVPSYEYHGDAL
TRPC4 potent = allosterically enhances the mouse TRPC4 cation channel. HEK293 TRPC4beta/mu-opioid, DAMGO EC20, Fluo-4 Ca2+ flux; active compounds read high. B-score at 10 µM. actives 0.42% (n = 310,000). AID 2227;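 active means B-score of calcium response area above 5 SD of library B-scores, with initial fluorescence ratio within 5 SD of library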;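 further: B-score of integrated fluorescence ratio over time as area under calcium response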
TMEM16A act = activators or potentiators of mouse TMEM16A chloride channel; Q8BHY3; HEK293 TMEM16A/YFP-H148Q/I152L, iodide quench fluorescence; active compounds read low; B-score at 10 µM; actives 0.3% (n = 340,000); AID 623877;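 active means fluorescence-ratio B-score plate-corrected deviation score at least 3 library SD below zero, with starting fluorescence score within 5 deviations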;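 further: channel opened by trigger with iodide after compound preincubation; score built on the fluorescence ratio of max minus min over baseline; more negative score means more quench and so TMEM16A activation or potentiation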
MrgX1 PAM = human MrgX1 positive allosteric modulation, primary screen; Q96LB2; MrgX1-HEK293, Fluo-4 calcium flux, FDSS; active compounds read high; B-score at 10 µM; actives 0.63% (n = 310,000); AID 588675;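 active means plate-corrected calcium response at least 3 library SD above typical, normal starting fluorescence, not activating the receptor alone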;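 further: compound read alongside a low EC10 to EC30 dose of BAM8-22 agonist; peak minus trough fluorescence over baseline measured at the second addition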
SKKanGAS inh = blocks kanamycin growth of S. pyogenes SKKanGAS strain; BacTiter-Glo, 6 h; AID 1662; inhibition, % at 7.5 µM; actives 1.3% (n = 300,000);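 active means mean replicate score, as percent of positive control median, at least 50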;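 further: strain carries kanamycin resistance gene driven by streptokinase promoter and grows in 40 µg/ml kanamycin; loss of luminescence reflects streptokinase promoter inhibition or plain growth inhibition; 0% = median of DMSO wells and 100% = positive control at its reference dose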
MrgX1 agonist = agonists of human MrgX1 receptor | MrgX1-HEK293 cells, Fluo-4 calcium fluorescence, agonist mode; active compounds read high | B-score at 10 µM | actives 0.44% (n = 310,000) | AID 588627;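 active means calcium response B-score plate-corrected fluorescence ratio at least 3 library SD, with starting fluorescence B-score inside 5 SD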
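Material: MrgX1-expressing HEK293 cells / Dosing: compound as first of three additions / Incubation: overnight seeding, then 1 h dark dye loading / Signal: Fluo-4 NW calcium fluorescence / Evaluation: B-scored fluorescence response ratio / Benchmarks: positive and negative control wells on each plate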
MrgX1 antag = blocks BAM8-22 activation of human MrgX1 receptor; Q96LB2; MRGX1-HEK293 calcium flux, Fluo-4, BAM8-22 antagonism; active compounds read low; B-score at 10 µM; actives 1.3% (n = 310,000); AID 588676;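 active means calcium-response B-score plate-corrected more than 3 library SD below zero, starting fluorescence within 5 deviations, no agonist response on first addition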;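 further: peak minus trough fluorescence over baseline after final BAM8-22 challenge near maximal dose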
TRPC4 block = TRPC4 (mouse) channel inhibition | Q9QUQ5 | HEK293 TRPC4beta/mu-opioid, DAMGO-evoked Fluo4 calcium flux; active compounds read low | B-score at 10 µM | actives 0.39% (n = 300,000);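 active means B-score over 3 SD under the library average, no early fluorescence shift, positive overall ratio signal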
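System: stable TRPC4beta/mu-opioid receptor HEK293 cells; Dosing: single-point compound dosing; Measured by: Fluo4 Ca2+ flux fluorescence; Read-out basis: per-well B score of integrated baseline-normalized Fluo4 ratio.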
TRPC6 inhibitor = mouse TRPC6 channel inhibition. Q61143. actives 1.1% (n = 310,000). HEK293-TRPC6, membrane potential dye, ACh-evoked depolarization; active compounds read low. B-score at 10 µM;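 active means B-score under library mean minus 3 SD, initial fluorescence not abnormally high, positive integrated signal ratio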;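 further: B-score derived from integrated fluorescence ratio over the kinetic read; more negative B-score means stronger inhibition of depolarization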
* hit, by the source's call; i = inactive; / = no result given. Outcome played no part in choosing rows; any-hit rate near 6.7%.

# | Molecule | TRPC6 activator | TRPC4 agonist | ANO1 block | TRPC4 potent | TMEM16A act | MrgX1 PAM | SKKanGAS inh | MrgX1 agonist | MrgX1 antag | TRPC4 block | TRPC6 inhibitor
1 | Cc1c(/C=N/NC(=O)CNc2ccccc2)c2ccccn2c1C(=O)c1ccncc1 | i | i | i | i | i | i | 8 | i | i | i | i
2 | COC(=O)C1=C(Nc2ccccc2NC(=O)CCCC(=O)O)CSC1 | i | i | i | i | i | i | -4 | i | i | i | i
3 | COCCn1cnc2c1c(=O)n(Cc1c(F)cccc1Cl)c(=O)n2Cc1ccccc1 | i | i | i | i | i | i | 3 | i | i | i | i
4 | CC(C(=O)NCC1CCCO1)c1ccc([N+](=O)[O-])cc1 (stereo unspecified) | i | i | i | i | i | i | 1 | i | i | i | i
5 | CC(OC(=O)C12CC3CC(CC(O)(C3)C1)C2)C(N)=O (stereo unspecified) | i | i | i | i | i | i | -10 | i | i | i | i
6 | CCN(CC(=O)Nc1ccc2c(c1)OCCO2)Cc1cc(=O)n2ccsc2n1 | i | i | i | i | i | i | 0 | i | i | i | i
7 | Cc1cc2c(cc(C(=O)N3CCC(C(=O)N4CCCC4)CC3)n2Cc2c(F)cccc2Cl)o1 | i | i | i | i | i | i | 0 | i | i | i | i
8 | CCNC(=O)CC1SC(=Nc2ccc(C)cc2)N(CC)C1=O (stereo unspecified) | i | i | i | i | i | i | 6 | i | i | i | i
9 | O=C(CO/N=C/c1cccc([N+](=O)[O-])c1)NC1CCCCC1 | i | i | i | i | i | i | -2 | i | i | i | i
10 | CCOC(=O)N1CCN(C(c2ccccc2)c2sc3nc(C)nn3c2O)CC1 (stereo unspecified) | i | i | i | i | i | i | 1 | i | i | i | i
11 | COCCNC(=O)CCCn1c(=O)c2cc(OC)c(OC)cc2n(CC(=O)NCCC2=CCCCC2)c1=O | i | i | i | i | i | i | -19 | i | i | i | i
12 | CCc1ccc(CNC(=O)C2CCC(=O)N(CCc3ccc(Cl)cc3)C2)nc1 (stereo unspecified) | i | i | i | i | i | i | 24 | i | i | i | i
13 | Cc1ccc(-c2nnc(NC3CCCCC3)c3ccccc23)cc1S(=O)(=O)N1CCN(C)CC1 | i | i | i | i | i | i | -16 | i | i | i | i
14 | CCN1CCN(C(=O)C(=O)c2cn(CC(=O)N3CCCCCC3)c3ccccc23)CC1 | i | i | i | i | i | i | 5 | i | i | i | i
15 | C=CCOC(=O)C1=C[C@@H](c2coc3ccccc3c2=O)C[C@@H](OCCCCO)O1 | i | i | i | i | i | i | 2 | i | i | i | i
16 | CCC(NS(=O)(=O)c1ccc(C)cc1)C(=O)N1CCOCCOCCOCCOCC1 (stereo unspecified) | i | i | i | i | i | i | 0 | i | i | i | i
17 | O=C(c1ccco1)N1N=C(c2ccc(Cl)cc2)CC1(O)C(F)(F)F (stereo unspecified) | i | i | i | i | i | i | -28 | i | i | i | i
18 | C=CCN1C(=O)C(CC(=O)NCC)SC1=Nc1ccccc1OC (stereo unspecified) | i | i | i | i | i | i | 2 | i | i | i | i
19 | COc1ccc(OC)c(CCNC(=O)CN2C(=O)CCSc3ccccc32)c1 | i | i | i | i | i | i | -3 | i | i | i | i
20 | CC1CC(C)CN(C2CCN(Cc3cccnc3)CC2)C1 (stereo unspecified) | i | i | i | i | i | i | -8 | i | i | i | i
21 | O=C(N/N=C/c1ccccc1F)c1ccccc1OCc1ccccc1 | i | i | i | i | i | i | -5 | i | i | i | i
22 | O=C(O)c1ccc(N2CC3CC(C2)c2cccc(=O)n2C3)c(NS(=O)(=O)c2cccc(C(F)(F)F)c2)c1 (stereo unspecified) | i | i | i | i | i | i | -3 | i | i | i | i
23 | CCCCOc1ccc2c(c1)/C(=C(\C(Cl)=C(Cl)Cl)[N+](=O)[O-])N2 | i | i | i | i | i | i | 4 | 34* | i | i | i
24 | CCN1C(=O)c2cccc3c(S(=O)(=O)NCCCN4CCOCC4)ccc1c23 | i | i | i | i | i | i | 3 | i | i | i | i
25 | COc1cc(/C=N/NC(N)=O)ccc1OCC(=O)N1C(C)CCCC1C (stereo unspecified) | i | i | i | i | i | i | -6 | i | i | i | i
26 | N#Cc1cc(-c2ccccc2)cnc1Sc1ccc(Cl)cc1 | i | i | i | i | i | i | 14 | i | i | i | i
27 | O=C(O)c1ccccc1SCCS(=O)(=O)c1ccc(Cl)cc1Cl | i | i | i | i | i | i | 2 | i | i | i | i
28 | COC(=O)C1=C(CN2CCSCC2)NC(=O)NC1c1cc(C)ccc1C (stereo unspecified) | i | i | i | i | i | i | -12 | i | -5.6* | i | i
29 | COc1ccc(Cn2c(C3CCCCC3)nc3c(c(=O)c4ccccc4n3C)c2=O)cc1 | i | i | i | i | / | i | 70* | i | i | i | i
30 | C=CCNC(=O)CN1C(=O)C2C3c4ccccc4C(c4ccccc43)C2C1=O (stereo unspecified) | i | i | i | i | i | i | -1 | i | i | i | i
31 | COc1cc(CNc2ccc(N3CCOCC3)cc2)cc(Br)c1OC | i | i | i | i | i | i | -1 | i | i | i | i
32 | O=C(/C=C/c1ccccc1Cl)N1CCCN(C(=O)/C=C/c2ccccc2Cl)CC1 | i | i | i | i | i | i | 4 | i | i | i | i
33 | O=[N+]([O-])c1cccc(S(=O)(=O)Nc2ccc(Cc3ccncc3)cc2)c1 | i | i | i | i | i | i | 10 | i | i | i | i
34 | Clc1ccc(-n2nnc(-c3ncc[nH]3)n2)cc1Cl | i | i | i | i | i | i | -6 | i | i | i | i
35 | Cc1ccc(C(=O)CC2(O)C(=O)N(C)c3ccccc32)o1 (stereo unspecified) | i | i | i | i | i | i | -1 | i | i | i | i
36 | O=C(CSc1ncnc2sccc12)Nc1ccccc1F | i | i | i | i | i | i | -3 | i | i | i | i
37 | O=c1c2c3c(sc2nc2n1CCC2)CCC3 | i | i | i | i | i | i | -4 | i | i | i | i
38 | O=C(COC(=O)CNC(=O)c1ccc2c(c1)OCO2)Nc1ncc(Cl)cc1Cl | i | i | i | i | i | i | 0 | i | i | i | i
39 | COc1ccc(CNC(=O)c2noc3c2CCCCC3)cc1 | i | i | i | i | i | i | -6 | i | i | i | i
40 | COCCCn1c(SCC(=O)NC2CCCCC2)nc2ccccc2c1=O | i | i | i | i | i | i | -4 | i | i | i | i
41 | CC(C)n1c(Nn2cnnc2)nc2ccccc21 | i | i | i | i | i | i | -3 | i | i | i | i
42 | O=C(NNC(=O)C1CC=CCC1C(=O)O)c1cccs1 (stereo unspecified) | i | i | i | i | i | i | -6 | i | i | i | i
43 | COC(=O)C1CCCN1C(C(=O)NC1CCCCC1)c1ccc(Cl)cc1 (stereo unspecified) | i | i | i | i | i | i | -3 | i | i | i | i
44 | COc1cc(Br)cc(/C=N/N(CCO)C2=NS(=O)(=O)c3ccccc32)c1OC | i | i | i | i | i | i | 15 | i | i | i | i
45 | CCCCCCc1cc2cc(C(=O)OCC)c(=O)oc2cc1O | i | i | i | i | i | i | 56* | i | -7.3* | i | i
46 | Cc1cc(Oc2nc3ccccn3c(=O)c2/C=C(\C#N)C(=O)NC2CCS(=O)(=O)C2)ccc1Cl (stereo unspecified) | i | i | i | i | i | i | -3 | i | i | i | i
47 | CN(C)/C=C(\C(=O)c1ccc(F)cc1F)c1nnnn1-c1ccccc1 | i | i | i | i | i | i | 3 | i | i | i | i
48 | Cc1ccc(C)c(N(C(=O)c2csnn2)C(C(=O)NC2CCCCC2)c2cccnc2)c1 (stereo unspecified) | i | i | i | i | i | i | -5 | i | i | i | i
49 | N#C/C(=N/Nc1ccccc1[N+](=O)[O-])C(N)=S | i | i | i | i | i | i | 4 | i | i | i | i
50 | Cc1cc(C(=O)N/N=C/c2cccc(OC(=O)c3ccco3)c2)n[nH]1 | i | i | i | i | i | i | 4 | i | i | i | i

Continued:
# | Molecule | TRPC6 activator | TRPC4 agonist | ANO1 block | TRPC4 potent | TMEM16A act | MrgX1 PAM | SKKanGAS inh | MrgX1 agonist | MrgX1 antag | TRPC4 block | TRPC6 inhibitor
51 | CCOc1cc(NC(=S)Nc2ccccc2)c(OCC)cc1NC(=O)c1ccc(OC)cc1 | i | i | i | i | i | i | 9 | i | i | i | i
52 | Cc1cc(-c2n[nH]c(=S)n2/N=C/c2ccc(C)o2)n[nH]1 | i | i | i | i | i | i | 2 | i | i | i | i
53 | O=C(CN1CCN(S(=O)(=O)c2ccccc2)CC1)Nc1ccc(Cl)cn1 | i | i | i | i | i | i | 3 | i | i | i | i
54 | O=C(CCNC(=O)c1ccco1)Nc1ccc(SC(F)F)cc1 | i | i | i | i | i | i | -1 | i | i | i | i
55 | CCOC(=O)c1nnn(-c2nonc2N)c1CN1CCc2ccccc2C1 | i | i | i | i | i | i | -20 | i | i | i | i
56 | COc1ccc(CNC(=O)CN2CCN(c3ccccc3O)CC2)cc1OC | i | i | i | i | / | i | 2 | i | i | i | i
57 | COCCCNCC1C(Oc2ccc(Cl)cc2)C(=O)N1c1ccccc1C (stereo unspecified) | i | i | i | i | i | i | 1 | i | i | i | i
58 | C/C(CC(=O)NCc1ccco1)=N\NC(=O)COc1ccc(Cl)cc1Cl | i | i | i | i | i | i | 10 | i | i | i | i
59 | COc1ccc(-c2cc(C(F)(F)F)nc(SCC(=O)N(C)Cc3cn(C)nc3C)n2)cc1OC | i | i | i | i | i | i | 0 | i | i | i | i
60 | CCOC(=O)N1CCN(C(=O)CCS(=O)(=O)c2ccc3c(c2)CCN3C(=O)CC)CC1 | i | i | i | i | i | i | -8 | i | i | i | i
61 | Cc1cc(C)nc(SCc2cnc(C)nc2N)n1 | i | i | i | i | i | i | 1 | i | i | i | i
62 | CCOC(=O)COn1c2c(c3c4no[n+]([O-])c4ccc31)CCCC2 | i | i | i | i | i | i | -5 | i | i | i | i
63 | O=C(Nc1ccc(F)cc1)c1oc2ccccc2c1NC(=O)C1CC1 | i | i | i | i | i | i | -7 | i | i | i | i
64 | O=C(c1ccco1)N(Cc1cccc(Br)c1)C1CCS(=O)(=O)C1 (stereo unspecified) | i | i | i | i | i | i | 0 | i | i | i | i
65 | O=C(NCCC1CCCCN1S(=O)(=O)c1ccccc1)C(=O)NCc1cccnc1 (stereo unspecified) | i | i | i | i | i | i | -10 | i | i | i | i
